STAT1 activator – activators of IFN-gamma induced STAT1 signaling; NIH 3T3 STAT1-luciferase reporter, luminescence; 100% = IFN-gamma alone, no compound; activation (% of control), % at 5.5 µM; hit rate 2.6% among 200,000;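 active = activation above the screen-wide mean activation plus 3 SD, cut at about 130% in these data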;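 note: raw ratio to IFN-gamma control signal so 100% means no change and 0% no light; values of inactives mirror those of a sister screen read the other way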
STAT3 inh – reduces IL-6 driven STAT3 reporter signal | AID 862 | U3A cells, IL-6 STAT3-luciferase reporter, luminescence; host cell line lacks STAT1 | inhibition, % at 5.5 µM | hit rate 0.89% among 190,000;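 active = inhibition above the mean inhibition across all screened compounds plus 3 SD, cut at about 44% in these data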;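 note: 0% = DMSO only wells and 100% = 100 µM nifuroxazide control wells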
STAT1 inh – inhibitors of IFN-gamma induced STAT1 signaling; NIH 3T3 STAT1-luciferase reporter, luminescence; inhibition, % at 5.5 µM; hit rate 0.35% among 200,000;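 active = inhibition above a set limit, the mean inhibition across all tested compounds plus 3 SD, cut at about 34% in these data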;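 note: 0% = IFN-gamma with DMSO and 100% = IFN-gamma with 300 µM nifuroxazide; values of inactives mirror those of a sister screen read the other way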
NF-kB neuron act – raises NF-kB expression in human neuronal cells; NF-kB reporter expression; stronger effect = higher value; fold change at 12.5 µM; hit rate 1.6% among 190,000; in the data active = fold change above about 3.3
DTT redox prof – compounds producing H2O2 with reducing agent – biochemical, NIH compound library profiling, artefact control for MLSCN library redox annotation, primary screen. DTT-dependent redox cycling H2O2, phenol red/HRP absorbance; 100% = 100 µM peroxide control, 0% = buffer. activation, % at 10 µM. hit rate 0.03% among 200,000. AID 878;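 active = activation of at least 50% relative to the plate's high and low controls in the primary single-dose screen; inactive = activation below 50%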;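 note: compound incubated with DTT at 0.8 mM final as the reducing agent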
Hsp70 act – Hsp70 transcriptional activation, primary screen. HeLa Hsp70 promoter luciferase reporter, luminescence; scaled: vehicle 0, proteasome-inhibitor control 100%. activation, % at 10 µM. hit rate 0.04% among 200,000. AID 1203;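 active = activation above the mean across all tested compounds plus 3 SD, cutoff set per campaign, cut at about 5.5% in these data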;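 note: 100% = MG132 at 30 µM as the positive control and 0% = DMSO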
APP 5'UTR act – APP 5'UTR luciferase reporter activation; SH-SY5Y APP 5'UTR luciferase reporter, luminescence; zero percent = DMSO vehicle wells; activation, % at 2 µM; hit rate 1% among 190,000; AID 1276;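 active = activation above a set limit, based on mean plus 3 SD of controls, cut at about 140% in these data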; note: values of inactives mirror those of a sister screen read the other way
STAT3 activator – activators of IL-6 induced STAT3 signaling | activation (% of control), % at 5.6 µM | U3A cells, IL-6 STAT3-luciferase reporter, luminescence; 100% = signal with IL-6 EC80 alone | hit rate 0.91% among 190,000;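 active = activation above the screen-wide mean of compound activation plus 3 SD, cut at about 130% in these data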;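 note: 0% = background luminescence of wells with medium and substrate only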
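Material: STAT1-lacking human U3A cells, STAT3 luciferase reporter | Benchmarks: IL-6-only wells as 100% reference | Probe or stimulus: IL-6 (33 ng/mL) | Timing: Compound 1 h, then IL-6 6 h at 37 °C | Detection: Luminescence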
TLR4-MyD88 BLA – TLR4-MyD88 interaction inhibition in cells; inhibition, % at 8.4 µM; hit rate 0.18% among 200,000; AID 861; O00206+Q99836; HeLa CL3-4 TLR4/MyD88 BLA complementation, FRET ratio; in the data active = inhibition above about 25%;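 note: 0% = vehicle and 100% = reference inhibitor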
Target sequence (O00206 whole entry, looked up): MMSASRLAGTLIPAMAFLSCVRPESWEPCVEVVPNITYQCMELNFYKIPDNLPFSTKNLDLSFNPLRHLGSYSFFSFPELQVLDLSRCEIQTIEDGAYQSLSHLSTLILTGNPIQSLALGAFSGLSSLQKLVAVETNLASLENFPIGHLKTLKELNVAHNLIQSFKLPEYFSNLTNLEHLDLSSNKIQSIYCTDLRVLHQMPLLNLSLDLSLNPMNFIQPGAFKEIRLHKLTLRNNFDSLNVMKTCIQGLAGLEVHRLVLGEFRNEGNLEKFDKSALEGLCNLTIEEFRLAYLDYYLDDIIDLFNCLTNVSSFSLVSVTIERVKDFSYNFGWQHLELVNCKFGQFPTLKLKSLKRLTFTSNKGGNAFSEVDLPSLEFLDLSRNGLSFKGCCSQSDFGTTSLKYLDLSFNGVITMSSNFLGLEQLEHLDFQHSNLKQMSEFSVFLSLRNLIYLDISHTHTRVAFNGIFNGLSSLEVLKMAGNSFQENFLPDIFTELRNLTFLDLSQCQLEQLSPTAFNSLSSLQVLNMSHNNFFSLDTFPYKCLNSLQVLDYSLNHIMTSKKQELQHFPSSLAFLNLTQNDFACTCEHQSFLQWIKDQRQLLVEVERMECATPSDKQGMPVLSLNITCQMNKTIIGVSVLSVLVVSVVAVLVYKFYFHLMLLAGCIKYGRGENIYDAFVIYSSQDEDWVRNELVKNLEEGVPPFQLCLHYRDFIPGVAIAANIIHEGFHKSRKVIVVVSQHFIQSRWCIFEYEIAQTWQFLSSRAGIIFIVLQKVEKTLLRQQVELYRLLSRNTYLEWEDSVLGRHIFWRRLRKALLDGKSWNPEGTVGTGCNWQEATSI
Target sequence (Q99836 whole entry, looked up): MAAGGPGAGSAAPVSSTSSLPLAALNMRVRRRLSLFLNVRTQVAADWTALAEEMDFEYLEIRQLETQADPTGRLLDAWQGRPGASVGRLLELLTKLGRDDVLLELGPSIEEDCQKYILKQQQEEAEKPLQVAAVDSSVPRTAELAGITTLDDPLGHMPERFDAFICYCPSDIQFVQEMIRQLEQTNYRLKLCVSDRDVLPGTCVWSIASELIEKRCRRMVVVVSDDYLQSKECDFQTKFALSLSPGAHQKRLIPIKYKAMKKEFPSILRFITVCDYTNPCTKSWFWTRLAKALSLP
HMGR II inh – blocks class II HMG-CoA reductase of Enterococcus faecalis. inhibition, % at 10 µM. AID 1066. purified E. faecalis HMGR, NADPH absorbance 340 nm kinetic. hit rate 0.41% among 190,000;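 active = inhibition above a set limit, the median over all tested compounds plus 3 SD, cut at about 9.5% in these data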;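 note: enzyme runs in reverse so mevalonate oxidation gives rising NADPH absorbance; 0% = complete reaction with DMSO and 100% = background rate lacking mevalonate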
Starred values were filed as active, the others as inactive. Not a hit list; about 5.6% have a hit in one of these screens.

Screening Cc1cc(OCC(=O)Nc2cnn(CCCC(=O)O)c2)ccc1[N+](=O)[O-] returned STAT1 activator 98, STAT3 inh 22, STAT1 inh 1, NF-kB neuron act 1.1, DTT redox prof -2.1, Hsp70 act -0.1, APP 5'UTR act 4, STAT3 activator 89, TLR4-MyD88 BLA 12 and HMGR II inh -1.
Screening COc1ccc(NC(=O)COc2ccc(/C=N/O)cc2OC)cc1 returned STAT1 activator 107, STAT3 inh 0, STAT1 inh -9, NF-kB neuron act 1.8, DTT redox prof -1.7, Hsp70 act 0.3, APP 5'UTR act 62, STAT3 activator 103, TLR4-MyD88 BLA -1 and HMGR II inh -1.
O=C(c1cc(-c2ccco2)on1)N1CCc2ccccc2C1 was read as STAT1 activator 98, STAT3 inh 7, STAT1 inh 3, NF-kB neuron act 1.6, DTT redox prof -0.5, Hsp70 act 0.1, APP 5'UTR act 4, STAT3 activator 97, TLR4-MyD88 BLA -3 and HMGR II inh -3.
`Cc1ccc(OCCSc2nnc(C)c(=O)n2N)cc1` gave STAT1 activator 97, STAT3 inh 13, STAT1 inh 1, NF-kB neuron act 1, DTT redox prof -0.4, Hsp70 act -0.1, APP 5'UTR act -17, STAT3 activator 91, TLR4-MyD88 BLA -9 and HMGR II inh -1.
For CC(CC(=O)O)CC(=O)NNC(=O)c1cccc(Br)c1 (stereo not drawn) the results were STAT1 activator 108, STAT3 inh 6, STAT1 inh -8, DTT redox prof 0.8, Hsp70 act 0.2, APP 5'UTR act 8, STAT3 activator 100, TLR4-MyD88 BLA -14 and HMGR II inh 3.
`O=S(=O)(c1cc(Cl)ccc1Cl)N1CCCC1` gave STAT1 activator 102, STAT3 inh 0, STAT1 inh -2, NF-kB neuron act 1.1, DTT redox prof 0.5, Hsp70 act -0.2, APP 5'UTR act -21, STAT3 activator 105 and TLR4-MyD88 BLA -11.
`CCOC(=O)CN1C(=N)N(c2nc(NC(C)C)nc(NC(C)C)n2)CC1=O` gave STAT1 activator 103, STAT3 inh -4, STAT1 inh -3, NF-kB neuron act 0.82, DTT redox prof -0.9, Hsp70 act -0.3, APP 5'UTR act 11, STAT3 activator 104, TLR4-MyD88 BLA -3 and HMGR II inh 9.
`Cc1c(N2C(=O)/C(=C\c3cccc4ccccc34)SC2=S)c(=O)n(-c2ccccc2)n1C` gave STAT1 activator 103, STAT3 inh 3, STAT1 inh -3, NF-kB neuron act 1.6, DTT redox prof -0.1, Hsp70 act -0.2, APP 5'UTR act -17, STAT3 activator 104, TLR4-MyD88 BLA 9 and HMGR II inh -2.
For CS(=O)(=O)N1CCC(C(=O)NCc2ccco2)CC1 the results were STAT1 activator 102, STAT3 inh 10, STAT1 inh -3, NF-kB neuron act 1.2, DTT redox prof 1.2, Hsp70 act -0.3, APP 5'UTR act -1, STAT3 activator 96, TLR4-MyD88 BLA -7 and HMGR II inh 1.
For COc1ccc(NC(=O)c2ccc3c(c2)C(=O)N(Cc2cccnc2)C3=O)c(OC)c1 the results were STAT1 activator 96, STAT3 inh 16, STAT1 inh 5, NF-kB neuron act 0.96, DTT redox prof -2.6, Hsp70 act -0.2, APP 5'UTR act 11, STAT3 activator 92, TLR4-MyD88 BLA 4 and HMGR II inh -3.
For Cc1cc(OC(=O)c2cc(Cl)nc3ccccc23)ccc1Cl the results were STAT1 activator 101, STAT3 inh 15, STAT1 inh -1, NF-kB neuron act 1.6, DTT redox prof 0.6, Hsp70 act -0.2, APP 5'UTR act -11, STAT3 activator 87, TLR4-MyD88 BLA -15 and HMGR II inh -7.
For COc1ccccc1NC(=O)c1ccc(CN2CCOCC2)cc1 the results were STAT1 activator 110, STAT3 inh 3, STAT1 inh -9, NF-kB neuron act 1.6, DTT redox prof -2.4, Hsp70 act 0.0, APP 5'UTR act -10, STAT3 activator 103, TLR4-MyD88 BLA 11 and HMGR II inh 0.
Screening COc1cc(OC)c(OC)cc1/C=N/NC(=S)NCCN1CCOCC1 returned STAT1 activator 102, STAT3 inh -3, STAT1 inh -3, NF-kB neuron act 1.1, DTT redox prof -1.5, Hsp70 act 0.7, APP 5'UTR act -4, STAT3 activator 105, TLR4-MyD88 BLA -6 and HMGR II inh -15.
`Cc1cccc(Nc2ncnc3ccccc23)c1` gave STAT1 activator 108, STAT3 inh 22, STAT1 inh -9, NF-kB neuron act 1.5, DTT redox prof -0.2, Hsp70 act -0.3, APP 5'UTR act 21, STAT3 activator 84, TLR4-MyD88 BLA -4 and HMGR II inh -3.
NS(=O)(=O)c1ccc(CCNC(=O)c2cc(-c3ccc(Br)cc3)nc3ccccc23)cc1 was read as STAT1 activator 105, STAT3 inh 7, STAT1 inh -7, NF-kB neuron act 0.71, DTT redox prof -0.4, Hsp70 act 0.0, APP 5'UTR act -5, STAT3 activator 98, TLR4-MyD88 BLA -3 and HMGR II inh -8.
Screening Cc1ccc(NC(=O)c2ccccc2)cc1-n1cnnn1 returned STAT1 activator 99, STAT3 inh 11, STAT1 inh 0, NF-kB neuron act 1.5, DTT redox prof -0.6, Hsp70 act -0.3, APP 5'UTR act 3, STAT3 activator 93, TLR4-MyD88 BLA -10 and HMGR II inh 1.
For O=C(NN=C1CCCCCCC1)c1ccccn1 the results were STAT1 activator 119, STAT3 inh -6, STAT1 inh -21, NF-kB neuron act 1.8, DTT redox prof 3.4, Hsp70 act 0.1, APP 5'UTR act 170*, STAT3 activator 108, TLR4-MyD88 BLA 12 and HMGR II inh -1.
For CC(C)CNC(=S)NC(=O)c1ccccc1Cl the results were STAT1 activator 112, STAT3 inh -2, STAT1 inh -14, NF-kB neuron act 1.4, DTT redox prof 0.0, Hsp70 act -0.3, APP 5'UTR act 16, STAT3 activator 104, TLR4-MyD88 BLA -2 and HMGR II inh 0.
`CN1CCN(S(=O)(=O)c2ccc3c4c(cccc24)C(=O)N3)CC1` gave STAT1 activator 112, STAT3 inh 8, STAT1 inh -14, NF-kB neuron act 1.1, DTT redox prof 0.4, Hsp70 act -0.1, APP 5'UTR act -1, STAT3 activator 100, TLR4-MyD88 BLA -7 and HMGR II inh -3.
Screening COc1ccc(CCn2c(=N)c(C(=O)NCc3ccco3)cc3c(=O)n4ccccc4nc32)cc1 returned STAT1 activator 113, STAT3 inh 23, STAT1 inh -14, NF-kB neuron act 0.49, DTT redox prof 1.9, Hsp70 act -0.3, APP 5'UTR act 10, STAT3 activator 88, TLR4-MyD88 BLA -4 and HMGR II inh -2.
`CSc1nc2c(c(=O)[nH]1)C(c1ccc(C(F)(F)F)cc1)CC(=O)N2` (stereo not drawn) gave STAT1 activator 102, STAT3 inh -1, STAT1 inh -2, NF-kB neuron act 1, DTT redox prof -0.3, Hsp70 act 0.1, APP 5'UTR act -5, STAT3 activator 103, TLR4-MyD88 BLA 3 and HMGR II inh 0.
O=C(COC(=O)c1cc[n+]([O-])cc1)Nc1ccc(F)c([N+](=O)[O-])c1 was read as STAT1 activator 101, STAT3 inh -4, STAT1 inh -1, NF-kB neuron act 1, DTT redox prof -0.4, Hsp70 act -0.2, APP 5'UTR act -3, STAT3 activator 102, TLR4-MyD88 BLA -2 and HMGR II inh -5.
`COc1cccc(-c2cc(C(=O)N3CCN(C(c4ccccc4)c4ccccc4)CC3)no2)c1` gave STAT1 activator 98, STAT3 inh 13, STAT1 inh 2, NF-kB neuron act 1.2, DTT redox prof 3.9, Hsp70 act 0.2, APP 5'UTR act 13, STAT3 activator 97, TLR4-MyD88 BLA -10 and HMGR II inh 0.
For COC(=O)C1=C(C(=O)c2ccc(C)cc2)C(c2ccccc2)n2nnnc2N1 (stereo not drawn) the results were STAT1 activator 106, STAT3 inh -1, STAT1 inh -7, NF-kB neuron act 1.2, DTT redox prof 1.6, Hsp70 act -0.2, APP 5'UTR act 8, STAT3 activator 105, TLR4-MyD88 BLA -14 and HMGR II inh 1.
For O=C(CCc1nc2ccccc2c(=O)[nH]1)Nc1ccc(F)cc1 the results were STAT1 activator 109, STAT3 inh -5, STAT1 inh -10, NF-kB neuron act 1.3, DTT redox prof -0.1, Hsp70 act -0.1, APP 5'UTR act 13, STAT3 activator 102, TLR4-MyD88 BLA -1 and HMGR II inh -5.
For CC(C)(C)/C(O)=C/c1nc2ccccc2oc1=O the results were STAT1 activator 95, STAT3 inh -5, STAT1 inh 4, NF-kB neuron act 2.2, DTT redox prof -0.1, Hsp70 act -0.3, APP 5'UTR act -17, STAT3 activator 106, TLR4-MyD88 BLA 17 and HMGR II inh -2.
`CC(C)C(=O)NNC(=O)CN1CCN(c2nc(-c3ccccc3)cs2)CC1` gave STAT1 activator 96, STAT3 inh 10, STAT1 inh 2, NF-kB neuron act 1.1, DTT redox prof -0.1, Hsp70 act 0.2, APP 5'UTR act 8, STAT3 activator 93, TLR4-MyD88 BLA 6 and HMGR II inh -1.
Screening CCC(=O)Nc1nc(-c2ccc3c(c2)CC(C)N3S(C)(=O)=O)cs1 (stereo not drawn) returned STAT1 activator 108, STAT3 inh 17, STAT1 inh -11, NF-kB neuron act 1.5, DTT redox prof 0.0, Hsp70 act -0.3, APP 5'UTR act 10, STAT3 activator 88, TLR4-MyD88 BLA 0 and HMGR II inh 0.
For O=S1(=O)CC(O)C(N2CCCCC2)C1 (stereo not drawn) the results were STAT1 activator 94, STAT3 inh 8, STAT1 inh 6, NF-kB neuron act 1.2, DTT redox prof 1.0, Hsp70 act 0.2, APP 5'UTR act -18, STAT3 activator 95, TLR4-MyD88 BLA 7 and HMGR II inh 5.
For CN1C(=O)CC(C(=O)O)SC1=Nc1cccc(C(F)(F)F)c1 (stereo not drawn) the results were STAT1 activator 97, STAT3 inh 13, STAT1 inh 3, NF-kB neuron act 1.1, DTT redox prof -0.2, Hsp70 act -0.1, APP 5'UTR act 0, STAT3 activator 92, TLR4-MyD88 BLA -2 and HMGR II inh -4.
`Cc1ccc(NC(=O)C2CC(=O)N/C(=N/NC(=O)c3ccc(C)cc3)S2)cc1` (stereo not drawn) gave STAT1 activator 103, STAT3 inh 1, STAT1 inh -3, NF-kB neuron act 0.97, DTT redox prof 0.1, Hsp70 act -0.3, APP 5'UTR act -2, STAT3 activator 98, TLR4-MyD88 BLA -3 and HMGR II inh 1.
For COC1=C(N)C(=O)c2nc(-c3nc(C(=O)O)c(C)c(-c4ccc(OC)c(OC)c4O)c3N)ccc2C1=O the results were STAT1 activator 74, STAT3 inh 106*, STAT1 inh 29, NF-kB neuron act 0.3, DTT redox prof 132*, Hsp70 act -0.5, APP 5'UTR act -95, STAT3 activator 9, TLR4-MyD88 BLA -9 and HMGR II inh -3.
COc1cccc(-c2cc(C(F)(F)F)nc(N3CCOCC3)n2)c1 was read as STAT1 activator 102, STAT3 inh -6, STAT1 inh -3, NF-kB neuron act 0.89, DTT redox prof -0.1, Hsp70 act 0.0, APP 5'UTR act -5, STAT3 activator 107, TLR4-MyD88 BLA -10 and HMGR II inh 4.
